Screens as filed in PubChem BioAssay.
hIAP block: human IAP inhibitors, primary screen, biochemical, luminescence, uHTS. purified IAP, CDP-Star luminescence, 30 min. AID 2544, 2010. hit rate 0.12% among 330,000. inhibition, % at 10 µM;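 active = inhibition reaching a set limit with compound at 10 µM in the primary screen, cut at about 35% in these data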;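 note: plate controls were DMSO wells with enzyme for no effect and no-enzyme buffer wells for full effect; values of inactives mirror those of a sister screen read the other way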
mIAP act: activators of mouse IAP, primary screen, biochemical, luminescence, uHTS; intestinal alkaline phosphatase [Mus musculus]; muIAP, CDP-Star luminescence, 30 min; hits give high values; 1 = vehicle-only enzyme signal, 0 = enzyme-free wells; activation factor at 10 µM; hit rate 0.24% among 330,000; AID 2805, 2010;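 active = activation factor of at least 2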; note: the source names both 10 and 20 µM as test concentration; values of inactives mirror those of a sister screen read the other way
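Assay system: mouse IAP enzyme; reagent: chemiluminescent substrate CDP-Star; dosing: test compounds delivered from DMSO solution; schedule: 30 min at room temperature; measured by: luminescence from enzymatic CDP-Star hydrolysis; controls: DMSO-only wells and no-enzyme negative control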
mIAP inh: inhibitors of mouse IAP, primary screen, biochemical, luminescence, uHTS | intestinal alkaline phosphatase [Mus musculus] | purified mouse IAP, CDP-Star luminescence, 30 min | inhibition, % at 10 µM | hit rate 0.2% among 330,000 | AID 2806, 2010;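 active = inhibition of at least 40% at 10 µM in the primary screen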;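 note: plate controls were DMSO with enzyme for no effect and no enzyme wells for full effect; values of inactives mirror those of a sister screen read the other way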
APOBEC3G inh: APOBEC3G DNA deaminase inhibitors, primary screen, biochemical, fluorescence, single-stranded DNA substrate, uHTS. AID 493012, 2011. inhibition, % at 20 µM. DNA dC->dU-editing enzyme APOBEC-3G (Homo sapiens), Q9HC16. recombinant A3G, ssDNA deamination FAM/TAMRA fluorescence. hit rate 0.28% among 330,000;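 active = inhibition of at least 40% at 20 µM, with no more than 30% in the related APOBEC3A deaminase screen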;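 note: plate controls were DMSO wells with A3G for no effect and wells lacking A3G enzyme for full effect; some compounds called inactive have numbers as strong as hits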
Target sequence (Q9HC16 whole entry, looked up): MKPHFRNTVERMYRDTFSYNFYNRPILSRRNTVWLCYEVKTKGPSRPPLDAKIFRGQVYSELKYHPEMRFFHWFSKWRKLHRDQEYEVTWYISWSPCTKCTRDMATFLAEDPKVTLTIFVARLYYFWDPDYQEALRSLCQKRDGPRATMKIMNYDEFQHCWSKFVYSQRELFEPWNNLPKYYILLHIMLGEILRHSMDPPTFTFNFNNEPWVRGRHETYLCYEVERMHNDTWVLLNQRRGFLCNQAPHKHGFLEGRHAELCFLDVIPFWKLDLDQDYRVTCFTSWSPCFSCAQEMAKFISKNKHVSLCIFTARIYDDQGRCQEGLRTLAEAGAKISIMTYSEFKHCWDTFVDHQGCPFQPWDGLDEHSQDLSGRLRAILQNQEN
MPTP inh: mitochondrial permeability transition pore inhibitors, primary screen, biochemical, isolated mouse mitochondria, absorbance; Ca2+ swelling absorbance, 30 min; AID 602449, 2012; inhibition, % at 10 µM; hit rate 1.4% among 360,000;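 active = inhibition of 50% or more, scaled per plate between neutral and stimulator controls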;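 note: 0% = DMSO wells given calcium and 100% = 1 mM EGTA wells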
ATG4B inh: ATG4B protease inhibitors, primary screen, biochemical, fluorescence, uHTS; AID 504462, 2011; inhibition, % at 8.33 µM; hit rate 0.51% among 340,000; Cysteine protease ATG4B (Homo sapiens), Q9Y4P1; ATG4B cleavage of LC3-PLA2, NBD-HPC fluorescence, 1 h; in the data active = inhibition above about 40%
Target sequence (Q9Y4P1 whole entry, looked up): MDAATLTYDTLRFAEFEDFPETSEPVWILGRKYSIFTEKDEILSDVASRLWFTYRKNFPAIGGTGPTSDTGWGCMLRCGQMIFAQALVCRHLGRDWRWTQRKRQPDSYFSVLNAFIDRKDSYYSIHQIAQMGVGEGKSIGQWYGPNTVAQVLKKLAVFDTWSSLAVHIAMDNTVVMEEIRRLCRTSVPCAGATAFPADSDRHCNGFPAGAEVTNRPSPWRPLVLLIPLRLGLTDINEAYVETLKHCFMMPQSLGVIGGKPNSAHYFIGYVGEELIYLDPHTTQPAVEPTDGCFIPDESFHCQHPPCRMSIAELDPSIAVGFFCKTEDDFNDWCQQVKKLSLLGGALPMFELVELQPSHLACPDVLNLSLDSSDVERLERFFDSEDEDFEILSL
hIAP activ: human IAP activators, primary screen, biochemical, luminescence, uHTS. purified human IAP, CDP-Star luminescence, 30 min; hits give high values; 1 = vehicle-only enzyme, 0 = enzyme-free background. activation factor at 10 µM. hit rate 0.16% among 330,000. AID 2524, 2010;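 active = activation factor of the enzyme at least 2-fold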; note: the source names both 10 and 20 µM as test concentration; values of inactives mirror those of a sister screen read the other way
APOBEC3A inh: APOBEC3A ssDNA deaminase inhibitors, primary screen, selectivity assay for APOBEC3G inhibitor project, biochemical, FAM/TAMRA oligo cleavage fluorescence | DNA dC->dU-editing enzyme APOBEC-3A (Homo sapiens), P31941 | recombinant A3A, FAM/TAMRA ssDNA deamination fluorescence | inhibition, % at 20 µM | hit rate 0.41% among 330,000;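 active = at least 40% inhibition at 20 µM here, with at most 30% in a related deaminase screen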;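 note: plate controls were A3A with DMSO for no effect and wells lacking A3A enzyme for full effect; some results filed as inactive read as strong as hits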
Target sequence (P31941 whole entry, looked up): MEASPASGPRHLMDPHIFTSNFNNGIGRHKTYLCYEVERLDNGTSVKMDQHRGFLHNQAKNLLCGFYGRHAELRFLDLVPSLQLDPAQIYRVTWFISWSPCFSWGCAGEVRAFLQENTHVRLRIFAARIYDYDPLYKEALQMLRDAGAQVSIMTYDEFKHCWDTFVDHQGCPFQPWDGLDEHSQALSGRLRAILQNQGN
MIN6 prolif: inducers of MIN6 beta-cell proliferation, primary screen, ATP luminescence, uHTS | proliferation, % at 10 µM | MIN6 cells proliferation, ATPlite luminescence, 48 h; cells starved in 0.2% serum; 100% = growth in 10% serum | hit rate 0.29% among 330,000;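 active = compounds whose signal lies at least 3.5 SD above the mean of all wells on their plate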;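 note: 0% = DMSO-treated cells in low-serum medium and 100% = 10% serum control; some compounds called inactive have numbers as strong as hits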
Numbers without * were called inactive; . = no result given.

SMILES	hIAP block	mIAP act	mIAP inh	APOBEC3G inh	MPTP inh	ATG4B inh	hIAP activ	APOBEC3A inh	MIN6 prolif
O=S(=O)([N-]c1nc2ccccc2nc1-[n+]1ccccc1)c1ccc(Cl)cc1	-23	0.92	8	-6	2.9	2	1.2	-4	-2
Cc1ccc2nc(N(CCCN(C)C)C(=O)c3ccc(Br)s3)sc2c1	-7	0.97	3	1	7.4	3	1.1	3	-5
CC(C)Oc1ccc(CNC(=O)CC(c2ccccc2)c2cc(Cl)ccc2O)cc1 (centres undefined)	11	1.4	-39	-1	5.1	1	0.89	1	-6
N/C(=N\OC(=O)CCCOc1ccccc1)c1ccc([N+](=O)[O-])cc1	12	0.93	7	-2	0.1	-1	0.88	2	-3
Cc1cc(OCc2cc(C(=O)N3CCN(C)C(=O)[C@@H]3C)no2)cc(C)c1Cl	3	0.92	8	-2	2.9	31	0.97	-2	-4
COc1cccc(-c2ocnc2C(=O)Nc2ccc(N3CCOCC3)cc2N2CCOCC2)c1	19	0.92	8	-9	2.4	-12	0.81	-7	1
Cc1cc(C)c(OCC(=O)Nc2ccc(S(=O)(=O)N3CCCC3)cc2)c(C)c1	-5	1.1	-12	-11	-0.5	-4	1	8	0
COc1ccccc1N(CC(=O)NC(C)(C)C)C(=O)C1CSC(=O)C1 (centres undefined)	-29	1.1	-7	1	-1.0	-3	1.3	0	-2
c1ccc(-n2nnc3cnccc32)cc1	12	0.89	11	-4	6.8	-9	0.88	-2	0
COCCn1c(=S)[nH]c2sc3c(c2c1=O)CCCC3	0	0.98	2	5	1.0	0	1	-1	-2
COc1ccc(NS(=O)(=O)c2cccc3nonc23)c(OC)c1	-17	0.97	3	-4	0.8	-5	1.2	3	0
COc1cccc(C(=O)NCC2(c3ccccc3)CCCC2)c1	-26	1.1	-8	-7	-0.8	1	1.3	0	2
CCOc1ccc(C(C)=O)cc1COC(=O)c1cnc(Cl)c(Cl)c1	5	1	-1	-13	-0.4	0	0.95	-1	-6
Cc1ccc(OCc2nc(C#N)c(NCCCn3ccnc3)o2)cc1	12	1	-5	-1	0.8	-4	0.88	0	-3
COc1ccc(SCCC(=O)NCc2ccncc2)cc1	8	1	-2	8	2.2	-2	0.92	-2	0
N#CCC(=O)Nc1ccc(C(=O)NCCc2c[nH]c3ccccc23)cc1	-2	0.91	9	-9	-1.8	-19	1	-6	-2
CC(=O)COc1cc(C)cc2oc(=O)c(C)c(C)c12	14	1	-5	-3	-3.8	-5	0.86	0	3
CCN(CC)S(=O)(=O)c1cccc(NC(=O)COC(=O)c2cccs2)c1	-13	1.1	-10	-12	0.1	-7	1.1	1	0
CCCc1nc2c(c(=O)c3ccccc3n2C)c(=O)n1C1CCCCCC1	16	0.88	12	2	78*	41*	0.84	1	0
Cc1nc(NC2=NCN(CCCN3CCOCC3)CN2)nc2c(C)cccc12	7	1	-5	66	-0.3	5	0.93	81	-6
COc1ccc(CNC(=O)CN(c2ccc(OC)cc2)S(=O)(=O)c2c(C)nn(C)c2C)cc1	3	1	0	-1	2.2	1	0.97	2	2
c1ccc2c(c1)NC1(CCCC1)n1c-2nc2ccccc21	3	1.2	-19	1	0.7	-10	0.97	-4	-4
CCOC(=O)NC1(C(F)(F)F)NC(=O)N(Cc2ccco2)C1=O (centres undefined)	17	1	-1	-5	-0.6	13	0.83	-3	0
CC(=NNC(=O)c1cccc(S(=O)(=O)N2CCCC2)c1)c1ccccc1	-14	1	-5	-2	-0.6	-1	1.1	-1	-2
O=C(O)COc1ccc(/C=C/C(=O)c2ccc(C3CCCCC3)cc2)cc1	-3	0.91	9	-9	2.2	19	1	0	-7

By substructure, the entries above with an NH in an aromatic ring.
SMILES	hIAP block	mIAP act	mIAP inh	APOBEC3G inh	MPTP inh	ATG4B inh	hIAP activ	APOBEC3A inh	MIN6 prolif
COCCn1c(=S)[nH]c2sc3c(c2c1=O)CCCC3	0	0.98	2	5	1.0	0	1	-1	-2
N#CCC(=O)Nc1ccc(C(=O)NCCc2c[nH]c3ccccc23)cc1	-2	0.91	9	-9	-1.8	-19	1	-6	-2

Following part.
SMILES	hIAP block	mIAP act	mIAP inh	APOBEC3G inh	MPTP inh	ATG4B inh	hIAP activ	APOBEC3A inh	MIN6 prolif
O=C(Cc1ccccc1)Nc1cccc([N+](=O)[O-])c1	7	0.98	2	-3	9.5	-14	0.93	-2	1
CN1CCN(c2ccc(NC(=S)NC(=O)c3cccc4c(Br)cccc34)cc2)CC1	-15	0.73	27	-4	9.5	-3	1.1	-7	-7
COc1ccc(/C=N/Nc2nc(Nc3ccccc3)nc(N3CCCCC3)n2)cc1OC	8	1.1	-13	-3	1.4	-19	0.92	1	-4
CCC1(c2ccccc2)NC(=O)N(CC(=O)N(c2ccccc2)C2CCS(=O)(=O)C2)C1=O (centres undefined)	-8	1	-1	-5	-1.0	-4	1.1	12	-5
CCn1c(SCC(=O)C(C)(C)C)nnc1-c1cnccn1	1	1.1	-6	-1	0.8	6	0.99	-3	-3
CCOc1ccc(NC(=O)CCSc2ccc3ccccc3n2)cc1	-8	0.94	6	-3	-0.9	1	1.1	0	0
COCCN(Cc1nc(C(c2ccccc2)c2ccccc2)no1)C(C)C	15	1	-2	-4	4.2	-6	0.85	-5	0
Cc1ccc(Nc2nc(C)cc(C)c2C(N)=O)c(C)c1	-11	1.1	-7	-1	0.0	1	1.1	1	-2
O=S(=O)(Nc1cccc(-c2ccc(N3CCCCCC3)nn2)c1)c1ccccc1F	-6	1.1	-5	-9	-0.8	0	1.1	-6	-5
COc1ccc(C2=NN(c3nc4ccccc4s3)C(=O)C2)cc1	-4	0.84	16	-4	1.1	9	1	-4	-7
Nc1ccc(C(=O)N/N=C/c2ccc(N3CCOCC3)s2)cc1	0	0.95	5	-1	-0.6	-4	1	-3	-2
O=C(NCCCN1CCOCC1)c1cc2c(s1)CSC2	0	0.9	10	-2	-1.7	-9	1	2	-1
COc1cc2c(-c3ccc4[nH]ccc4c3)c(-c3ccc(C#N)cc3)oc(=O)c2cc1OC	-8	0.95	5	-10	-0.3	-7	1.1	-6	-5
COc1ccc2c(CSc3nc4nc(C)cc(C)n4n3)cc(=O)oc2c1	11	0.99	1	-1	0.6	0	0.89	2	0
COc1ccc(C(=O)NCC23C=CC(O2)C2C(=O)N(Cc4ccccc4)C(=O)C23)cc1 (centres undefined)	4	0.93	7	2	4.5	-6	0.96	-1	-1
CC1CCCC(NC(=O)C2CCN(S(=O)(=O)N3CCOCC3)CC2)C1C (centres undefined)	15	0.89	11	-8	-2.7	-7	0.85	-3	-2
CCOc1ccc(N2CC(C(=O)NCCN3C(=O)S/C(=C/c4cccnc4)C3=O)CC2=O)cc1 (centres undefined)	-19	0.98	2	0	2.4	-1	1.2	27	-1
COc1ccc(C(=O)Nc2cccc([N+](=O)[O-])c2)cc1Br	-14	1.1	-10	-3	1.8	-10	1.1	-2	-3
Cc1ccc(-c2nn3c(C)nnc3s2)cc1NC(=O)c1ccc(-c2cccc(Cl)c2)o1	15	1	-3	9	1.0	-7	0.85	4	-3
N#CC1=C(N)Oc2cc(N)ccc2C1c1cccc(Br)c1 (centres undefined)	-27	0.88	12	-3	1.2	-5	1.3	4	-3
Cc1cc(C(=O)N2CCN(C/C=C/c3ccccc3)CC2)cs1	-6	0.95	5	-3	0.1	-4	1.1	1	0
CCOC(=O)c1ccc(S(=O)(=O)Nc2nc3cc(S(=O)(=O)NC4=NCCCCC4)ccc3s2)cc1	6	1	-3	-14	-1.6	-28	0.94	2	-3
O=C(NCCc1ccc(Cl)cc1)C1CCC(CNc2c(N3CCCCC3)c(=O)c2=O)CC1 (centres undefined)	-33	1.1	-13	-8	-2.8	-8	1.3	-2	-4
CCc1ccc2[nH]c3nc(SCc4nnc(-c5ccc(C)cc5)o4)nnc3c2c1	-11	0.95	5	-5	7.1	2	1.1	-4	-2
CCOc1cccc(CN(CC)CC2CCCN(CCc3cccc(OC)c3)C2)c1O (centres undefined)	-10	1.1	-10	-2	1.9	-8	1.1	-3	-4

(more compounds)
SMILES	hIAP block	mIAP act	mIAP inh	APOBEC3G inh	MPTP inh	ATG4B inh	hIAP activ	APOBEC3A inh	MIN6 prolif
Cc1ccc(NC(=O)Cn2sc3nc(C)cc(C)c3c2=O)c(Cl)c1	-2	1.1	-5	72*	8.5	-1	1	-8	-6
O=C(/C=C/c1ccccc1)NC(=S)NNC(=O)Cc1cccs1	-32	0.84	16	8	2.3	-9	1.3	7	-1
Cc1noc(C)c1C(=O)OCC(=O)NC(c1ccccc1)c1ccccc1	2	0.94	6	-6	-2.0	6	0.98	3	-3
Cc1ccc(CNC(=O)CCC(=O)c2cccs2)cc1	8	0.99	1	-2	2.2	-6	0.92	3	-1
CCc1ccc(S(=O)(=O)Nc2ccc(O)c3ccccc23)cc1	1	0.96	4	-4	0.9	-8	0.99	0	-5
CC(C)N(CCO)Cc1nc(C(c2ccccc2)c2ccccc2)no1	4	1	-2	-4	-0.1	-6	0.96	-5	1
CCOC(=O)c1nc(C)sc1-c1ccnn1S(=O)(=O)c1ccc(Cl)cc1Cl	9	0.97	3	11	6.6	-11	0.91	5	1
O=C(Nc1cccc2[nH]ncc12)NS(=O)(=O)c1ccccc1	-3	0.98	2	-2	-0.3	-5	1	-5	-1
COc1ccc2c(c1)CCNC2Cc1ccc(OC)c(O)c1 (centres undefined)	0	1	-4	-9	.	-4	1	-2	10
COc1cccc(C2C(C(C)=O)=C(C)Nc3ncnn32)c1 (centres undefined)	-14	1	0	-8	-0.1	-2	1.1	-4	-3
CCCc1ccc(C(=O)N2CCN(c3ccccc3OCC)CC2)cc1	9	1	0	-7	-1.2	6	0.91	-1	-3
CCOC(=O)C(=NCCCN(C)C)NNc1cc(C(F)(F)F)ccc1Cl	6	1.1	-5	-9	1.3	1	0.94	-3	-4
COc1ccc(NC(=O)c2c(C)nn(Cc3ccccc3)c2C)cc1S(=O)(=O)N(C)C	-5	1	-4	-5	0.2	-6	1	-1	4
CCc1c(C)nc(N)n2c(SCC(=O)NC3CCCCC3)nnc12	-2	1.1	-6	1	0.9	3	1	3	-3
CCS(=O)(=O)N1Cc2ccccc2CC1C(=O)Nc1nnc(C2CC2)s1 (centres undefined)	-11	1.1	-10	-5	-0.3	-1	1.1	0	-1
Nc1nc(-c2ccc3c(c2)CCC(=O)N3)cs1	-19	1	-4	1	1.4	-2	1.2	-7	-2
Cc1noc(C)c1CSCC(=O)N(C)CC(=O)Nc1ccc(F)cc1	-5	1	-1	-7	-0.8	-10	1	-1	-1
CCN(CC)S(=O)(=O)c1ccc2c(c1)nc(CCC(=O)OCC(=O)Nc1cc(OC)cc(OC)c1)n2C	2	1.1	-6	-4	-0.6	-12	0.98	2	1
CCCCOc1ccc(C(=O)Nc2ccc(N3CCN(C)CC3)cc2)cc1	-7	0.94	6	-6	90*	0	1.1	-4	-4
O=C(/C=C/c1cccc([N+](=O)[O-])c1)NCc1ccccc1	-3	0.96	4	-5	-1.2	7	1	-3	-3
